# Mtb RmlCD inh: inhibitors of Mycobacterium tuberculosis RmlC and RmlD coupled enzymes. P9WH09+P9WH11. RmlC+RmlD coupled enzyme assay, percent inhibition; primary screen in compound mixtures. inhibition, % at 3.6 µM. 0.03% of 160,000 active. AID 1533; in the data active means inhibition mostly above about 34%, no sharp cut-off; inconclusive means no clear call, values can overlap the other calls; inactive means mostly below about 22%; further: some results filed as inactive read as strong as hits
# Target sequence (P9WH09 whole entry, looked up): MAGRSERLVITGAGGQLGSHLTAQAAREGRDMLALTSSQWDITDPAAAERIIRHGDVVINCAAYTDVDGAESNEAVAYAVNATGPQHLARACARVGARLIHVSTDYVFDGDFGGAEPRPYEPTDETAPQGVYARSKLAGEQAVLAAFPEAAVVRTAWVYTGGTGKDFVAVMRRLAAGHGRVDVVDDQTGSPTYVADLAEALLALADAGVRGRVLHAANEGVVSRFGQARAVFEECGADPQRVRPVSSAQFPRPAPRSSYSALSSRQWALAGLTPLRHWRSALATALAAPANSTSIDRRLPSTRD
# Target sequence (P9WH11 whole entry, looked up): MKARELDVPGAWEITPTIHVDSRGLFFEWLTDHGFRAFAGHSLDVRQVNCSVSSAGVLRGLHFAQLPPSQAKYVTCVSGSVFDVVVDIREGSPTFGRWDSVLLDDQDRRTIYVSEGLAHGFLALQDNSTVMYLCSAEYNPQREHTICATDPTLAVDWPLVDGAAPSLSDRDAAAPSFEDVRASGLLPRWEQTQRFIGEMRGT
# GlmU inhibition: inhibition of mycobacterial GlmU enzyme – biochemical, glucosamine-1-phosphate acetyltransferase (AID 1376). M. tuberculosis GlmU acetyltransferase enzyme assay; higher % means a stronger effect. 0.25% of 220,000 active. inhibition, %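 (tested at 30 µM in the primary screen)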, or IC50 in µM where a hit was titrated; in the data active means inhibition above about 13%; inconclusive means no clear call, values can overlap the other calls;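 further: 0% = complete reaction with vehicle and 100% = reaction without substrate; strong numbers were not always called active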
# * = called active by the depositor; ? = inconclusive; · = not tested or not shown.
# The opening 3 compounds, ahead of the listing:
Molecule | Mtb RmlCD inh | GlmU inhibition
COc1ccccc1CN1C(=O)CN(C2CCCC2)C(=O)C1c1ccc(F)cc1 (centres undefined) | -16 | 1.5%
O=[N+]([O-])/C=C/c1c(OCc2ccccc2)ccc2ccccc12 | · | -1.6%
Cc1cc2ncn(CC(O)COC3CCCCC3)c2cc1C (centres undefined) | -6 | -0.8%

# This part in full (from the top)
Molecule | Mtb RmlCD inh | GlmU inhibition
COc1ccccc1CN1C(=O)CN(C2CCCC2)C(=O)C1c1ccc(F)cc1 (centres undefined) | -16 | 1.5%
O=[N+]([O-])/C=C/c1c(OCc2ccccc2)ccc2ccccc12 | · | -1.6%
Cc1cc2ncn(CC(O)COC3CCCCC3)c2cc1C (centres undefined) | -6 | -0.8%
CCOC(=O)CCn1c(CC(=O)OCC)nc2ccccc21 | -2 | 1.7%
CC(C)(C)c1cc(CN2CCN(CCO)CC2)cc(C(C)(C)C)c1O | · | -0.3%
O=C(CNC(=O)C12CC3CC(CC(C3)C1)C2)NC1=NCCS1 | 15 | 2.6%
Cc1cc(C)c2cc(C=O)c(Cl)nc2c1 | 7 | -1.7%
CCCCCCN(C(=O)CCCCCN1C(=O)NC(c2ccc(-c3ccccc3)cc2)C(C(=O)OCc2ccccc2)=C1C)C(C(=O)NCCCC)c1ccc(O)c(C(=O)OC)c1 (centres undefined) | -1 | 4.8%
O=C(/C=C/c1ccc(F)cc1)NCc1cccs1 | 5 | 0.4%
COc1ccc(OC)c(CN2CCN(Cc3cccc4ccccc34)CC2)c1 | -8 | 0.6%
Cn1nnnc1SCC(=O)N1CCN(Cc2ccccc2)CC1 | 9 | -6.4%
Cc1cc(NC(=O)COC(=O)C2CCC(=O)N2)c([N+](=O)[O-])cc1C (centres undefined) | -9 | 5.9%
Cc1ccn(CC(=O)N2N=C(C(F)F)CC2(O)C(F)F)n1 (centres undefined) | -13 | -1.6%
CC(C)CCn1nnnc1C(c1ccccc1)N1CCN(C)CC1 (centres undefined) | · | -0.7%
CCOC(=O)c1c(-c2ccc(OC)cc2)cn2ccccc12 | -1 | 0.9%
CC1CCN(CCCNC(=O)c2ccc3c(=O)n(CCc4ccccc4)c(=O)[nH]c3c2)CC1 | -6 | 2.3%
CCCC1COC(Cn2cncn2)(c2ccc(C)cc2)O1 (centres undefined) | · | -3.8%
c1ccc(-c2nc(N3CCCCCC3)nc(-n3ccnc3)n2)cc1 | 4 | -5.1%
O=C1OC2CCC1(c1ccccc1)C2 (centres undefined) | · | -3.9%
Cn1c(Cn2c(=O)sc3ccccc32)nnc1SCc1ccccc1F | 10 | 0.3%
CC(C)(C)NC(=O)CSc1nnc(C2CC2)n1Cc1ccccc1 | · | 1.3%
CCOC(=O)c1c(-c2ncc(C(F)(F)F)cc2Cl)noc1C | -15 | -1.5%
CCOC(=O)C1=C(c2ccccc2)NC(=S)NC1c1ccc(Cl)cc1 (centres undefined) | 7 | 0.1%
O=C(Nc1nc2ccccc2[nH]1)C1CCC1 | 1 | -2.9%
Cc1ccc(S(=O)(=O)NC(=O)c2cc(C)n(-c3ccc(N(C)C)cc3)c2C)cc1 | -7 | 0.2%
CCCS(=O)(=O)c1csc(C(=O)OC)c1N | -4 | -0.1%
NNC(=O)CCC(=O)Nc1ccccc1 | -12 | -4.4%
CCCCOc1ccccc1C1C(C(=O)OC)=C(C)N(C)C(C)=C1C(=O)OC | · | 2.7%
O=[N+]([O-])c1ccc(O)c(-c2nc(-c3ccccc3)c(-c3cccs3)[nH]2)c1 | -4 | 5.8%
CC(C)CC[n+]1ccn(-c2nc3ccccc3nc2[N-]S(=O)(=O)c2ccc(Cl)cc2)c1 | 25 | -3.1%
O=C(Cn1nnc(-c2cccs2)n1)Nc1ccccc1C(F)(F)F | 0 | 2.8%
COc1cc(/C=N/Nc2ccccc2C(F)(F)F)ccc1O | · | -5.0%
CCOC(=O)c1ccc(NS(=O)(=O)c2c(C)n(C)c(=O)n(C)c2=O)cc1 | 11 | -5.7%
Cc1ccc(N2C(=O)CC3(CC4C=CC3C4)C2=O)cc1 (centres undefined) | · | -3.8%
COc1cc2c(cc1NC(=O)CC1SC(N3CCCC3)=NC1=O)oc1ccccc12 (centres undefined) | · | -3.5%
CC(C)C(=O)N1CCN(c2ccccc2NC(=O)COc2ccccc2)CC1 | 4 | -1.7%
Cc1noc(C)c1COC(=O)CCN1c2ccccc2Sc2ccccc21 | · | 7.3%
Cc1ccc(C)c(C(=O)COC(=O)c2ccc(Br)o2)c1 | · | -0.9%
CCN(CC)S(=O)(=O)c1cccc(NC(=O)COC(=O)c2cc(=O)c3ccccc3o2)c1 | ? | -1.5%
Cc1ccc2nc(-c3ccc(NS(=O)(=O)c4ccc(F)c(F)c4)cc3)sc2c1 | -4 | -8.4%
CC1CCC(C(C)C)C(OC(=O)COC(=O)c2ccc(N)cc2)C1 (centres undefined) | 3 | 0.1%
O=C(Nn1cnc2ccccc2c1=O)C1CCCCC1 | · | -2.5%
COC(=O)c1ccc(N/C=C/C(=O)c2ccc(OC)c(OC)c2)cc1 | -11 | 0.5%
COc1ccc(CCNC(=O)CSc2nnnn2C)cc1OC | -3 | -1.8%
Cc1[nH]c2ccccc2c1/C=N/NC(=O)CCC(=O)NCc1ccccc1 | -12 | 4.5%
CCOc1ccc(CCNC(=O)CCn2cccc2)cc1OCC | · | 0.6%
C=CCN1C(=O)C(CC(=O)Nc2ccc(OCCC)cc2)N(CCCN2CCN(Cc3ccccc3)CC2)C1=S (centres undefined) | 7 | 2.1%
O=C(COc1cc(Cl)c(Cl)cc1Cl)Nn1cnnc1 | · | 1.6%
Cc1cc(SCC(=O)c2cc3ccccc3o2)nc2ccccc12 | · | 2.2%
CCOC(=O)N1CCN(C(=O)CSc2ccc3nnc(-c4cccnc4)n3n2)CC1 | 7 | 2.1%
Nc1cc(N2CCCC2)ccc1[N+](=O)[O-] | 9 | 0.5%
O=c1cccc2n1CC1CC2CN(S(=O)(=O)c2ccc(F)cc2)C1 (centres undefined) | -12 | -1.6%
Cc1c(C(=O)N2CCC3(CC2)OCCO3)sc2ncnc(N3CCN(c4ccccn4)CC3)c12 | -2 | 4.2%
CCn1ncc(CN2CCN(C(=O)Nc3ccccc3C(=O)OC)CC2)c1C | -6 | 1.8%
CCCSc1nsc(SCCC)c1C#N | 4 | -0.5%
CCC(CO)NCc1ccc(-c2ccccc2)cc1 (centres undefined) | -6 | -1.6%
COc1ccc(-c2nc(N)nc(C(F)(F)F)c2-c2csc(C)n2)c(O)c1 | 49 | 4.0%
COC(=O)c1cc(=O)c2c(C)nc(C(Cl)(Cl)Cl)nc2[nH]1 | -7 | 1.5%
CC1(C)CC(=O)C=C(NCCCN2CCCC2=O)C1 | · | 3.0%
COC(=O)C(Cc1cncn1COCc1ccccc1)NC(=O)OC(C)(C)C (centres undefined) | · | 1.9%

# Reprinted at random: 2 compounds from above
Molecule | Mtb RmlCD inh | GlmU inhibition
O=C(Nc1nc2ccccc2[nH]1)C1CCC1 | 1 | -2.9%
CCCCCCN(C(=O)CCCCCN1C(=O)NC(c2ccc(-c3ccccc3)cc2)C(C(=O)OCc2ccccc2)=C1C)C(C(=O)NCCCC)c1ccc(O)c(C(=O)OC)c1 (centres undefined) | -1 | 4.8%

# Continued:
canonical_smiles,Mtb RmlCD inh,GlmU inhibition
O=C1c2cccc([N+](=O)[O-])c2C(=O)N1c1ccccc1,·,1.0%
COc1ccc(N(C(=O)Cc2cccs2)C(C(=O)NC2CCCCC2)c2cccn2C)cc1OC (centres undefined),·,-2.5%
NS(=O)(=O)c1ccc(CCNc2nc(CN3CCCCC3)nc3sc4c(c23)CCC4)cc1,8,-1.6%
CCOC(=O)[C@@H]1[C@H]2COc3cc(OC)ccc3[C@@H]2N2C(=O)N(c3ccc(Cl)cc3)C(=O)[C@]12C,·,0.3%
Cn1c(N)c(C#N)c2c(c1=S)CSC(C)(C)C2,·,2.3%
Cc1cc(C)c(C(=O)CN2C(=O)NC3(CCCCCC3)C2=O)cc1C,-6,-0.2%
Cc1ccc(C(=O)Nc2ccc(Cl)cn2)cc1,21,-3.4%
COc1ccc(/C=C2\CCc3ccccc3C2=O)cc1Cn1cccn1,3,-2.5%
O=C(O)c1cccc(NC(=O)c2ccc3c(c2)C(=O)N(CC2CCCO2)C3=O)c1 (centres undefined),-11,-6.0%
Cc1n[nH]c(C)c1CCC(=O)N/N=C/c1c[nH]c2ccccc12,-2,-4.2%
Nc1nc(NC(=O)Cc2ccccc2)nn1-c1ccccc1,8,·
CN(Cc1ccccc1)c1nc2c(c(=O)[nH]c(=O)n2C)n1CCOc1ccccc1,-11,-3.1%
CCN(CC)CCNS(=O)(=O)c1ccc2[nH]cc(C(=O)O)c(=O)c2c1,-4,3.7%
O=C(CCS(=O)(=O)c1ccc(Br)cc1)NC1CCCC1,61,-0.5%
CCOCCCN(CCC#N)S(=O)(=O)c1ccc(S(=O)(=O)N2CCCC2)cc1,·,-1.9%
Cc1ccnc(SCC(=O)O)n1,-2,1.9%
COC(=O)C1=C(N)OC2=C(C(=O)CC(C)(C)C2)C1c1ccccc1OCC#N (centres undefined),11,-2.7%
CN(C)CC(=O)N1CCc2ccccc2C1,8,-5.6%
CCOC(=O)c1c(NC(=O)C(=O)N/N=C/c2ccc(O)c(OC)c2)sc2c1CCCCC2,2,1.8%
O=C1C2CCCN2C(=O)N1CCCCN1CCN(c2ccc(F)cc2)CC1 (centres undefined),-8,8.5%
CCN1CCN(C(c2ccccc2)c2sc3nc(C)nn3c2O)CC1 (centres undefined),·,-2.6%
COc1cccc(C(=O)/C(C#N)=N/Nc2cccc(-c3ccnc(C)n3)c2)c1,-8,2.6%
COC(=O)Nc1ccc2c(c1)N(C(=O)CCN1CCOCC1)c1ccccc1S2,-8,-3.4%
CCCN1CCC(NC(=S)Nc2ccc(OC)c(OC)c2)CC1,-3,3.3%
O=C(COC(=O)CCC(=O)c1ccc(Cl)cc1)NCc1ccco1,1,-5.4%
CC(C)OC(=O)c1cc2c(=O)[nH]c(C(Cl)(Cl)Cl)nc2o1,-14,-2.3%
CC(OC(=O)c1ccccc1NS(=O)(=O)c1cccc(C(F)(F)F)c1)C(=O)N(C)Cc1ccccc1 (centres undefined),1,4.3%
CCOC(=O)c1ccc(NC(=O)c2cc(F)c(F)cc2Cl)cc1,-10,-0.9%
CCN(CC)C(=O)CN(c1cc2c(cc1OC)oc1ccccc12)S(=O)(=O)c1ccc(C)cc1,1,3.2%
COC(=O)CSc1nsc(SCC(=O)OC)n1,-2,6.8%

# Already shown: 6 of the compounds above.
canonical_smiles,Mtb RmlCD inh,GlmU inhibition
O=C(COC(=O)CCC(=O)c1ccc(Cl)cc1)NCc1ccco1,1,-5.4%
CC(C)OC(=O)c1cc2c(=O)[nH]c(C(Cl)(Cl)Cl)nc2o1,-14,-2.3%
CC(OC(=O)c1ccccc1NS(=O)(=O)c1cccc(C(F)(F)F)c1)C(=O)N(C)Cc1ccccc1 (centres undefined),1,4.3%
CCOC(=O)c1ccc(NC(=O)c2cc(F)c(F)cc2Cl)cc1,-10,-0.9%
CCN(CC)C(=O)CN(c1cc2c(cc1OC)oc1ccccc12)S(=O)(=O)c1ccc(C)cc1,1,3.2%
COC(=O)CSc1nsc(SCC(=O)OC)n1,-2,6.8%

# (continued)
canonical_smiles,Mtb RmlCD inh,GlmU inhibition
CCOc1ccc(C=NC23CN4CN(CN(C4)C2)C3)cc1,-6,-3.1%
CC(=O)c1cc(Cc2csc(C(C)=O)c2)cs1,·,4.8%
O=C(CN1C(=O)NC2(CCCC2)C1=O)Nc1nc(-c2ccc(F)cc2)cs1,2,2.7%
CSC1=C(C#N)C(=O)NC(c2ccccc2O)S1 (centres undefined),-12,3.1%
CCOc1cccc(NC(=O)C2CC(=O)N(C)C(=Nc3cccc(F)c3)S2)c1 (centres undefined),5,-1.6%
O=C(O)c1cc2n(n1)C(C(F)(F)F)CC(c1ccco1)N2 (centres undefined),-10,0.4%
N#CCC(=O)Nc1ccc(C(=O)OCC(=O)Nc2ccccc2-c2ccccc2)cc1,-18,-1.8%
Cn1c(=O)cc(SCC(=O)NCCCN2CCOCC2)c2ccc(Cl)cc21,·,0.7%
CC(C)N(C(=O)CSc1nnc(Cc2csc(Nc3ccccc3)n2)o1)C(C)C,3,-1.6%
Clc1ccccc1CN1CCN(c2ccccc2)CC1,·,3.7%
O=c1/c(=C/c2ccccn2)sc2nc3ccccc3n12,-4,3.3%
COc1ccc(C)cc1S(=O)(=O)Nc1cccc(Cl)c1,-6,1.3%
Cn1c(=O)[nH]c2sc3c(c2c1=O)CC(C)(C)OC3,9,1.7%
O=C(NCc1cccnc1)c1c[nH]c2cc3c(cc2c1=O)OCCO3,11,-6.5%
COc1ccc(Oc2nnc(-c3ccc(C)cc3)c3ccccc23)cc1,2,3.7%
CCC(c1nnnn1C1CCCC1)N1CCN(c2ccccc2F)CC1 (centres undefined),7,-0.3%
COc1cc(Cl)c(C)cc1NC(=O)COC(=O)/C=C/c1c(C)nn(C2CCS(=O)(=O)C2)c1Cl (centres undefined),8,-5.8%
CC(C)(C)C(=O)Nc1sc2c(c1-c1nc3ccccc3[nH]1)CCCC2,-1,-5.6%
Cc1cc(/C=C2\C(=N)N3N=C(S(C)(=O)=O)SC3=NC2=O)c(C)n1Cc1ccccc1,11,-3.5%
O=C(N/N=C/c1ccccc1)c1cc(-c2ccc3c(c2)OCO3)n[nH]1,·,-5.6%
COc1cc(NS(=O)(=O)N2CCCC2)cc(OC)c1OC,·,-6.2%
CCCCN(CC)C(=O)c1ccc2c(c1)OCO2,7,-1.7%
CS(=O)(=O)N(Cc1ccccc1)c1ccc(C(=O)N2CCOCC2)cc1,·,-3.2%
Cn1c(=NCC(O)COc2ccccc2)sc2ccccc21 (centres undefined),·,5.9%

# An excerpt (hit frequency here may not be typical).
